KCNH2 3.1 inh = qHTS for Inhibitors of KCHN2 3.1: Mutant qHTS; AID 720553, 2013; 340,000 compounds, 0.95% hits; U2OS KCNH2 3.1, thallium flux FluxOr; stronger effect = lower value; activity change, % (tested at about 1.8 µM); Potassium voltage-gated channel subfamily H member 2, brain isoform KCNH2 3.1 (human);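 active = maximum activity change below -70%; inconclusive = maximum activity change from -70% to -50%; inactive = maximum activity change above -50%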;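 note: thallium influx rate constant from kinetic fluorescence after stimulation buffer; % is set by controls: 0 for no effect and ±100 for the full control effect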
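Steps: virus added to U2OS suspension (4 h, RT, dark); medium with 10% FBS added, cells plated, 37 C overnight; FluxOr/Red40 loading buffer 45 min RT; stimulation buffer, 2 min kinetic read; rate constant normalized.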
Mito fusion yeast = qHTS Assay for Small Molecule Inhibitors of Mitochondrial Division or Activators of Mitochondrial Fusion | S. cerevisiae fusion-defective mutant growth rescue, CellTiterGlo 48 h | Potency, µM (series often up to 46.1 µM), inactives show at the highest dose growth rescue (activation), hits mostly activators | 320,000 compounds, 0.23% hits | AID 485298, 2010;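 note: potency is the fitted concentration of half-maximal effect; % of control where 0% means no effect; nearly all actives have a fitted effect of over 45% in size; temperature-sensitive fusion mutants such as fzo1-1 at 37 °C on non-fermentable ethanol glycerol medium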
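S. cerevisiae fusion-defective temperature-sensitive mutants (e.g. fzo1-1, mgm1-5) grown 48 h at 37C in YPEG (ethanol/glycerol non-fermentable) medium with 23 nl compound per well; growth rescue read as CellTiterGlo luminescence.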
ELG1 repair inh = qHTS screen for small molecules that inhibit ELG1-dependent DNA repair in human embryonic kidney (HEK293T) cells expressing luciferase-tagged ELG1 | HEK293T ELG1-luciferase reporter, luminescence, 16 h; DNA damage induced by 5-fluorouridine | Potency, µM (doses to about 46.1 µM), for the others: at the top dose activity change, negative = inhibition, most hits filed as inhibitors | 330,000 compounds, 2.3% hits | AID 504467, 2011; note: potency is the fitted concentration of half-maximal effect; % is set by controls: 0 for no effect and ±100 for the full control effect; nearly all actives have a fitted effect of over 55% in size
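HEK293T cells expressing luciferase-tagged ELG1 (2,000/well) received 5-Fluorouridine plus compound or DMSO for 16 hr at 37 °C. Luciferase was read by ONE-Glo luminescence after 30 min at room temperature.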
hERG WT inh = qHTS for Inhibitors of KCHN2 3.1: Wildtype qHTS. activity change, % at 1.84 µM. U2OS, BacMam KCNH2, thallium flux FluxOr; stronger effect = lower value. 340,000 compounds, 0.37% hits. AID 720551, 2013;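 active = maximum activity change below -70%; inconclusive = maximum activity change between -70% and -50%; inactive = maximum activity change above -50%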; note: % is set by controls: 0 for no effect and ±100 for the full control effect
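U2OS cells were transduced with wild-type KCNH2 virus (2.03 x 10^8 / mL) for 4 h at room temperature, then cultured overnight at 37 C. Thallium flux was read with FluxOr dye. Rate constants were normalized to DMSO controls.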
TCR act = Activators of T cell receptors: qHTS campaign. primary human leukocytes, anti-CD3, IL-2 HTRF, 48 h. Potency, µM (titrated, usually from 9.22 µM), without a hit: top-dose activation of IL-2 secretion, most hits filed as activators. 330,000 tested, under 10 active; note: % of control where 0% means no effect
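Primary human leukocytes incubated 48 hr with anti-CD3 beads plus compound, without co-stimulation. Secreted IL-2 measured by HTRF (europium cryptate/d2 anti-IL-2 pair, 320 nm excitation, 665 nm emission).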
TSHR antagonist = Antagonists of the Thyroid Stimulating Hormone Receptor: HTS campaign. Thyrotropin receptor (Homo sapiens), P16473. activity change, negative = inhibition, % at 11.5 µM. TSHR-expressing cells, TSH-stimulated cAMP HTRF, 2 h; stronger effect = lower value. AID 504810, 2011. 330,000 compounds, 0.2% hits;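 active = activity change below a set negative limit, meaning inhibition stronger than a set level, cut at about -70% in these data; inconclusive = activity change between two set negative limits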; note: % is set by controls: 0 for no effect and ±100 for the full control effect
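Read-out is FRET at 665 nm (cryptate excitation 337 nm) from a cryptate-tagged anti-cAMP antibody, competed by cell cAMP against cAMP-d2. Compounds are tested on freshly harvested TSHR cells challenged with 4nM TSH (EC80) for 2 hours at 37 deg C.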
USP2a block = qHTS Assay for Inhibitors of Ubiquitin-specific Protease USP2a Using CHOP2 as the Reporter; Ubiquitin carboxyl-terminal hydrolase 2 (Homo sapiens), O75604; USP2 core, Ub-CHOP2 coupled fluorogenic reporter, 485/531; Potency, µM (highest dose often 38.3 µM), inactives show at the top dose activity change, negative = inhibition, usual class: inhibitors; 330,000 compounds, 0.01% hits; AID 463254, 2010;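 note: potency is the fitted concentration of half-maximal effect; plate controls were DMSO wells for no effect and full inhibition by NEM control for full effect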
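Cell-free coupled assay: 10nM USP2 core preincubated 30min RT with compound in Tris-HCl pH 8.0/CaCl2/CHAPS buffer, then 25nM Ub-CHOP2 and 25nM reporter substrate; fluorescence (Ex 485/Em 531) read after 60min RT, normalized to NEM inhibition, concentration-response curves fitted.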
Eya2 phos inh = qHTS Assay for Inhibitors of the Phosphatase Activity of Eya2. 330,000 compounds, 0.006% hits. recombinant Eya2, OMFP fluorescence dephosphorylation (OMFP is methylfluorescein phosphate). AID 488837, 2010. Potency, µM (series often up to 76.9 µM), for the others: at the top dose activity, negative = inhibition, usual class: inhibitors; note: potency is the fitted concentration of half-maximal effect; % is set by controls: 0 for no effect and ±100 for the full control effect
Target sequence (O00167 whole entry, looked up): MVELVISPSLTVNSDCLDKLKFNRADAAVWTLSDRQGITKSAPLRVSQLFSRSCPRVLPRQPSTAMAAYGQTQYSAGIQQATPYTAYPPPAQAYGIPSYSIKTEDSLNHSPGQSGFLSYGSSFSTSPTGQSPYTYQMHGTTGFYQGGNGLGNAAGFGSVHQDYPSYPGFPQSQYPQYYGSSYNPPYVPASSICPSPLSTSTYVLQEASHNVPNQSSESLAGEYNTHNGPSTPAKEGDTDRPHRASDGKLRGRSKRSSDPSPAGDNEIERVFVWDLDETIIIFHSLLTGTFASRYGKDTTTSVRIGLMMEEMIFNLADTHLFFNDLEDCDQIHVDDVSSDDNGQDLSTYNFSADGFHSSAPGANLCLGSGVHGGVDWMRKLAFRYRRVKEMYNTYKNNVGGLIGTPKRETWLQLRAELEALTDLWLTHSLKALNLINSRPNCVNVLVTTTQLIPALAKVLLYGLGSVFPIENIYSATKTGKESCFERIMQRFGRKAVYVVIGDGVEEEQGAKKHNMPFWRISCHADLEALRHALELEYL
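Eya2 (0.2 uM) preincubated 10 min at ambient with compound, then OMFP substrate added at 50 uM; 10 min reaction in 50 mM HEPES pH 7.5, 50 mM NaCl, 5 uM MgCl2, 0.05% BSA, 1 mM DTT. Fluorescence read at Ex 485/Em 525 nm.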
A-T KAP1 phos = qHTS Assay for Identifying a Potential Treatment of Ataxia-Telangiectasia. […] A-T fibroblasts, KAP-1 phosphorylation AlphaLISA; neocarzinostatin DNA damage 30 min before lysis. Potency, µM (doses to about 57.5 µM), for inactives: at the highest dose activation, most hits filed as activators. 320,000 compounds, 0.19% hits. AID 485349, 2010; note: potency is the fitted concentration of half-maximal effect; % of control where 0% means no effect; nearly all actives have a fitted effect of over 45% in size
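hTERT-immortalized A-T patient fibroblasts ([…]), 500 cells/well in OPTI-MEM, 1% FBS, got compounds for 60 min, then NCS for 30 min at 37C. Lysates were then assayed for phospho-KAP-1 by AlphaLISA (anti-pKAP1 donor, anti-KAP1 acceptor beads), 6 hr at 25C.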
TRPV1 ag = HTS Assay for Compounds that Act as Agonists of the Vanilloid Receptor 1; Transient receptor potential cation channel subfamily V member 1 (Homo sapiens), Q8NER1; TRPV1-expressing cells, Fluo-8 calcium influx, agonist mode; activation, % at 8.33 µM; 320,000 compounds, 0.19% hits; in the data active = activation above about 80%; inconclusive = between about 30% and that limit; note: 0% is about no effect
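Cells expressing TRPV1 were dye-loaded with Fluo-8 and read kinetically: 10 s baseline, 3 min after compound (agonist portion), then 2 min after EC20 capsaicin (allosteric enhancer portion). Calcium-bound dye fluorescence at 480/520 nm.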
Starred values were filed as active, the others as inactive; ? = inconclusive; nt = no result given; [ ] = dose if it differs, or a comment. Unless noted, calls come from the whole dose curve; as a rule, active = well fitted curve in the direction sought with a large enough effect; inconclusive = small, poorly fitted or top-dose-only effect, or another doubt; inactive = no such curve, though single readings can be large; an effect the other way counts as inactive or inconclusive. A portion of the library (hit frequency here may not be typical).

Compound	KCNH2 3.1 inh	Mito fusion yeast	ELG1 repair inh	hERG WT inh	TCR act	TSHR antagonist	USP2a block	Eya2 phos inh	A-T KAP1 phos	TRPV1 ag
CCn1ccnc1CN1CCCC(C(=O)c2ccc3c4c(cccc24)CC3)C1 (stereo not drawn)	-4	?	9%	0	6%	1	7%	5%	1%	9
CCCCn1c(N)c(N(CC(C)C)C(=O)c2oc3c(Cl)cccc3c2C)c(=O)[nH]c1=O	-19	-1%	-2%	-8	0%	-5	2%	11%	6%	0
Nc1c(C(=O)Nc2ccccc2)nnn1-c1ccc2c(c1)OCCO2	2	-1%	?	1	-7%	-5	2%	-3%	-4%	0
O=C(CN1C(=O)NC2(CCCCC2)C1=O)NC1CCCc2ccccc21 (stereo not drawn)	-8	2%	-1%	-1	0%[46.1 µM]	2	2%	0%	8%	4
CC(C)(C)C(=O)Nc1cc2c3c(c1)CCC(=O)N3CCC2	-7	1%	18%	-8	13%	9	-1%	1%	4%	-3
COc1ccccc1C(=O)CC(=O)C(=O)Nc1cccc([N+](=O)[O-])c1C	-1	-6%	18µM*	0	3%	-1	-10%	-1%	12%	-1
CCc1ccc(Oc2coc3cc(OC(=O)c4cc5ccccc5oc4=O)ccc3c2=O)cc1	-9	2%	?	-10	4%	-5	3%	5%	6%	5
Cc1cnccc1CN(C)Cc1nc(Cc2ccccc2Cl)no1	2	15%	-12%	-7	-3%	-15	-1%	-3%	2%	18
Cc1ccccc1OCCCN1CCCC1	2	0%	2%	4	-1%	-5	1%	15%	-4%	nt
CCCOC(=O)Cn1c(=O)c2cc3c(=O)n(CC(=O)OCCC)c(=O)c3cc2c1=O	10	2%	11%	10	-7%	-7	2%	-19%	-2%	3
Cc1ccc(C)c(OCC(=O)N(Cc2nnc(-c3ccccc3Cl)o2)C2CC2)c1	5	9%	-27%	5	-3%	-6	-1%	24%	3%	?
CC(C)C(=O)Nc1ccc(C(=O)Nc2nnc(C(C)(C)C)s2)cc1	-3	4%	-2%	-5	-6%	-3	0%	0%	-1%	-2
CC(C)N1CCC(N2CCN(C3CCCCC3)CC2CCO)CC1 (stereo not drawn)	-6	-3%	-13%	16	nt	23	9%	-1%	1%	1
COc1ccc2nc(SCC(=O)c3ccco3)[nH]c2c1	-2	-5%	?	-21	-5%	-3	-1%	-2%	3%	-2
O=C(Cn1nc(C(F)(F)F)c2c1CCCC2)Nc1ccc2c(c1)OCO2	8	2%	-18%	12	1%	-7	0%	10%	-5%	12
COc1ccccc1CNC(=O)COc1ccc(Br)c(C)c1	-9	3%	-21%	8	4%	13	-1%	1%	9%	?
O=C(Nc1ccc(Br)cc1F)c1sccc1-n1cccc1	-12	6%	?	-2	-15%	-5	-5%	-10%	6%	0
Brc1ccc2oc(-c3ccn[nH]3)cc2c1	4	22%	?	1	-2%	8	1%	-7%	-4%	0
CSc1nc(-c2ccco2)nn1C(=O)CCc1ccccc1	1	-1%	21%	-30	5%	8	-2%	18%	12%	-1
CCCC#CCN1CCN(C23CC4CC(CC(C4)C2)C3)CC1	12	-9%	-1%	-2	-4%	-4	1%	-9%	-10%	0
Cc1cc2c([nH]c3ccccc32)c2c1OC(C)(C)C=C2	-9	1%	?	-6	-5%	-5	-10%	3%	8%	-1
CCOc1ccc(-c2cccc(NS(=O)(=O)c3ccc([N+](=O)[O-])cc3)c2)nn1	-1	9%	3%	-3	-2%	-6	-1%	-17%	-2%	2
CN(CC(=O)NCc1ccncc1)S(=O)(=O)c1ccc2ccccc2c1	11	-4%	-21%	2	0%	-3	3%	5%	0%	10
CC(=O)NS(=O)(=O)c1ccccc1	6	-1%	0%	9	-3%	6	-1%	16%	3%	-1
COCCCn1c(=S)[nH]c(C)c(C)c1=O	-6	-8%	0%	5	3%	26	1%	21%	-2%	3

Other results
Compound	KCNH2 3.1 inh	Mito fusion yeast	ELG1 repair inh	hERG WT inh	TCR act	TSHR antagonist	USP2a block	Eya2 phos inh	A-T KAP1 phos	TRPV1 ag
NC(=O)c1cccc2c3c([nH]c12)CCCC3	7	0%	?	-10	2%	-10	-1%	10%	-2%	-2
N#Cc1nc(N2CCCCC2)nc(N2CCOCC2)n1	4	8%	?	5	-1%	-15	3%	2%	-5%	6
O=C(CN1C(=O)NC2(CCc3ccccc3C2)C1=O)NCC(F)(F)F (stereo not drawn)	5	0%	-7%	-2	0%	5	1%	3%	2%	3
N#CC(c1nc2ccccc2nc1N1CCCC1)S(=O)(=O)c1cccs1 (stereo not drawn)	-4	17%	8%	-6	-2%	18	0%	30%	11%	-6
Cc1nc2cccc(C(=O)NC3CCCCC3)c2o1	6	8%	0%	6	-4%	-13	2%	1%	7%	1
Cc1ccc(OCC(=O)Nc2ccc([N+](=O)[O-])cc2)cc1	-20	-12%	-9%	-3	-5%[46.1 µM]	1	5%	-6%	1%	?
COc1ccc(NC(=O)CN2C(=O)NC3(CCCC3)C2=O)cc1Cl	-11	-15%	0%	-7	-4%	12	4%	12%	11%	-2
O=C(N/N=C/c1ccc(OC(F)F)cc1)c1ccc(CSc2nc3ccccc3[nH]2)cc1	?	-6%	-18%	-33	9%	5	1%	-3%	-1%	8
CCOC(=O)c1ccccc1NC(=O)COC(=O)C(CCSC)NC(=O)COc1ccccc1 (stereo not drawn)	-12	-2%	2%	-2	-1%	0	-2%	8%	-2%	1
Cc1ccc(N2C(=O)c3ccccc3C2Nc2ccc(S(=O)(=O)N3CCCCC3)cc2)nc1 (stereo not drawn)	2	1%	-9%	9	4%	-6	1%	0%	13%	13
O=C(COC(=O)c1ccco1)NC12CC3CC(CC(C3)C1)C2	0	nt	6%	0	-2%[46.1 µM]	3	-1%	-1%	11%	nt
O=C(Cc1cccs1)NCCS(=O)(=O)N1CCN(c2ccccc2F)CC1	15	3%	-14%	-18	3%	4	1%	-42%	0%	2
S=c1[nH]nc(-c2ccco2)n1/N=C/c1ccc(Br)s1	-10	-14%	2%	7	6%	-3	3%	-16%	-5%	10
O=C(O)c1ccccc1C(=O)Nc1n[nH]c(=S)s1	25	-4%	2%	17	-1%	27	-1%	5%	-4%	-4
CC(=O)Nc1c2c(nn1-c1ccc(C)cc1C)CS(=O)C2 (stereo not drawn)	-16	-2%	2%	-11	4%	11	2%	0%	0%	-5
CCOC(CCNC(=O)c1cn(CC(C)C)c(=O)c2c1c1ccccc1n2C)OCC	-3	-6%	-1%	5	-4%	3	2%	8%	20%	13
COc1ccc(OC)c(NC(=O)CSc2nnc(C3CCCCC3)o2)c1	3	0%	-20%	-3	3%	-8	0%	12%	0%	0
O=C(O)c1ccc(NS(=O)(=O)c2ccc(Cl)cc2)cc1	-5	7%	nt	-1	-1%	nt	nt	nt	nt	-3
Cc1cc(NC(=O)CSc2c3c(nc4ccccc24)CCC3)no1	4	-6%	-8%	-23	1%	1	0%	-11%	-2%	nt
Cc1cccc(-n2nc3c(c2NC(=O)CCC2CCCCC2)CS(=O)C3)c1C (stereo not drawn)	10	-2%	-2%	-3	3%[46.1 µM]	-3	0%	-3%	3%	2
CCC(C)[C@H](NC(=O)NCCC1=CCCCC1)C(=O)O (stereo partly drawn)	7	-3%	10%	3	-1%	-2	-2%	4%	-12%	1
COc1ccc(S(=O)(=O)Nc2ccc3c(c2)n(C)c(=O)n3C)cc1F	16	6%	?	-3	-2%	19	-6%	18%	-7%	0
CCOc1ccc(N(CC(=O)NC2CCCCC2C)S(=O)(=O)c2c(C)noc2C)cc1 (stereo not drawn)	0	3%	-1%	3	-1%	-15	1%	-10%	4%	12
O=NN1CCN(c2ccncc2S(=O)(=O)N2CCCCC2)CC1	17	-1%	0%	3	nt	-13	2%	8%	17%	-5

Source: PubChem
